Screens as filed in PubChem BioAssay.
p-CIP stab down: p/CIP protein destabilization; Q05BA5; F442A p/CIP-EGFP cells, EGFP fluorescence, 16 h; decrease of EGFP signal, % at 10 µM; actives 0.01% (n = 290,000);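 active means EGFP signal decrease of at least 30% at 10 µM or well 3 SD below plate mean, unless failing retest; inactive means the rest, including hits failing retest or dose response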; further: some compounds called inactive have numbers as strong as hits; many of its hits are not listed in these tables
Target sequence (Q05BA5 1-1403): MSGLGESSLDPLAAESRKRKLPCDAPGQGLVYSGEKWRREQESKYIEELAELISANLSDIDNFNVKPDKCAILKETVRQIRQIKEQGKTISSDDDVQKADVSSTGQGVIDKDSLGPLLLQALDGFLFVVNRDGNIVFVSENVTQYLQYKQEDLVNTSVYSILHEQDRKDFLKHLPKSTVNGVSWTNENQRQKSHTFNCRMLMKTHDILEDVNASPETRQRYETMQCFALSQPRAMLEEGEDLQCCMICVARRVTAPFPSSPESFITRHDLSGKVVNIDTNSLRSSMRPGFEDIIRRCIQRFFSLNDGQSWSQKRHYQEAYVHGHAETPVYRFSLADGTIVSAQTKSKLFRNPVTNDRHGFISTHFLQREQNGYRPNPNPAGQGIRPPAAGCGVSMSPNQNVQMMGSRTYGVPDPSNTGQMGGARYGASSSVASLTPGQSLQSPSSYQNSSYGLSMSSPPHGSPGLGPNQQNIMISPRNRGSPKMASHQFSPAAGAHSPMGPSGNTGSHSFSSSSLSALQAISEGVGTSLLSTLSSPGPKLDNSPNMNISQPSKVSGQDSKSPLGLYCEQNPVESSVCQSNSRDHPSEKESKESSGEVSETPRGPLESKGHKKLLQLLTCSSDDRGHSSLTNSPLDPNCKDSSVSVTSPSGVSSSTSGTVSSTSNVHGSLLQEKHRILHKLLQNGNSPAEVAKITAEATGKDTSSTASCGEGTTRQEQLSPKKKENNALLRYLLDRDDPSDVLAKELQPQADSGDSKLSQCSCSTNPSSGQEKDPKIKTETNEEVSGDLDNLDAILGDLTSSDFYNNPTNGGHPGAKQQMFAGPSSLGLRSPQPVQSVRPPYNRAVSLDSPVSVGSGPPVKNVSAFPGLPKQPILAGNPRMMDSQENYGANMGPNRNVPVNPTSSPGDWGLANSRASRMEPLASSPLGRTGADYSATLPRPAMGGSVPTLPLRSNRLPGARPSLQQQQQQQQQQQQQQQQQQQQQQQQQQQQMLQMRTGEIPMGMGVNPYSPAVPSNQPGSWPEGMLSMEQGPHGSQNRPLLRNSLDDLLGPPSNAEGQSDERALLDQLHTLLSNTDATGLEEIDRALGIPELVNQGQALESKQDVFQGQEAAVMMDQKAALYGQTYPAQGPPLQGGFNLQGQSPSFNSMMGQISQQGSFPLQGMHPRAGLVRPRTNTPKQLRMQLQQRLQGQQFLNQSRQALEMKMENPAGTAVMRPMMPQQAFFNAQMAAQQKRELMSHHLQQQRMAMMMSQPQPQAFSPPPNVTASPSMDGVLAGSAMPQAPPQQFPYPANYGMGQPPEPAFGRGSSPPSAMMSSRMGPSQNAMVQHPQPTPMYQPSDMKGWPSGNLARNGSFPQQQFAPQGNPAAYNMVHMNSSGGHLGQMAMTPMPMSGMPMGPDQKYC
NS3 helicase inh: HCV NS3 helicase inhibition | NS3 helicase DNA unwinding, Cy5 molecular beacon fluorescence | inhibition, % at 10.9 µM | actives 0.56% (n = 290,000);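 active means inhibition above the mean of all tested compounds plus 3 SD, set per campaign, cut at about 35% in these data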;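 further: 0% = DMSO wells and 100% = thioflavine S control wells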
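Compound dosing – single dose, 10.9 µM nominal final, DMSO 0.8% final · System – NS3 helicase fragment of HCV · Buffer or medium – MOPS pH 6.5, MgCl2, DTT, Tween20, BSA · Signal – Cy5 beacon fluorescence read at start and 1 h · Also added – annealed dual-labelled DNA beacon duplex, ATP-started · Schedule – 1 h at 25 °C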
IDE cell inh: inhibitors of human insulin-degrading enzyme in cells; HEK cells, FAbetaB cleavage, fluorescence polarization; inhibition, % at 5.59 µM; actives 0.41% (n = 320,000); P14735;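 active means percent inhibition above the average of all tested compounds plus 3 SD, set per screening campaign, cut at about 16% in these data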;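 further: IDE supplied by intact live HEK cells; FP after avidin binding of uncleaved biotin substrate so inhibition keeps polarization high; 0% = DMSO wells and 100% = 60 µM reference IDE inhibitor Ii1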
IMP-1 inhibitor: inhibitors of Pseudomonas aeruginosa IMP-1 metallo-beta-lactamase | purified IMP-1, nitrocefin hydrolysis, epi-absorbance fluorescence | inhibition, % at 5.6 µM | actives 0.45% (n = 290,000) | AID 1556;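 active means inhibition above the mean plus 3 SD of all compounds in the same screening run, cut at about 4.5% in these data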;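 further: 0% = IMP-1 with DMSO and 100% = DMSO wells lacking enzyme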
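System: purified recombinant IMP-1 beta-lactamase. Medium: Zinc- and detergent-supplemented HEPES buffer, pH 7.1. Compound: one 5.6 µM dose […]. Schedule: 15 min preincubation plus 25 min reaction at 25 °C. Technique: Epi-absorbance fluorescence, 480 nm excitation, 530 nm emission.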
VIM-2 inh: blocks Pseudomonas aeruginosa VIM-2 metallo-beta-lactamase; inhibition, % at 5.6 µM; actives 0.89% (n = 290,000); purified VIM-2, nitrocefin hydrolysis, epi-absorbance fluorescence; AID 1527;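 active means inhibition above the mean of all tested compounds plus 3 SD, cutoff set per screening run, cut at about 7.5% in these data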;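 further: red hydrolysis product quenches plate fluorescence so inhibitors raise well fluorescence; 0% = enzyme with DMSO and 100% = DMSO without enzyme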
CRFR2-BP antag: CRF-BP/CRF-R2 complex antagonism; inhibition, % at 11.8 µM; actives 0.59% (n = 350,000); HEK293 CRF-R2/CRF-BP, CRF-induced calcium fluorescence;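 active means inhibition of the ligand-induced calcium signal above about 50% at the single tested concentration, limit read from the data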
SUMO HTRF inh: blocks human SUMOylation mediated by UBC9 | P63279 | HTRF SUMOylation assay, SAE1/SAE2 + UBC9, in vitro | actives 0.36% (n = 290,000) | inhibition, % at 35 µM; in the data active means inhibition above about 50%, passing the limit was not always enough; further: strong numbers were not always called active
IDE cell activ: boosts human insulin-degrading enzyme activity in HEK cells; activation, % at 5.96 µM; actives 0.073% (n = 340,000); FAbeta-B cleavage, fluorescence polarization; 0% vehicle, 100% cell-free pure enzyme wells; AID 493087; P14735;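 active means activation above the mean of all tested compounds plus 3 SD, set per screening campaign, cut at about 17% in these data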
GalR3 antag: blocks the human galanin receptor 3; O60755; HEK293 GalR3-CNG cAMP membrane potential fluorescence; galR3 body fused to GalR1 C-terminus; inhibition, % at 3 µM; actives 0.44% (n = 360,000);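 active means inhibition above the screen-wide average plus 3 SD, cut at about 13% in these data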;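 further: forskolin and galanin both at EC90 stimulate the cells; cAMP rise reported by CNG channel membrane potential dye signal; 0% = forskolin plus galanin with DMSO and 100% = forskolin alone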
An asterisk follows results filed as active; . = no result given.

SMILES | p-CIP stab down | NS3 helicase inh | IDE cell inh | IMP-1 inhibitor | VIM-2 inh | CRFR2-BP antag | SUMO HTRF inh | IDE cell activ | GalR3 antag
O=c1oc2cc(Cl)ccc2n1CSc1nc2ccccc2s1 | 4 | -1 | 6 | -1.4 | -0.6 | 8 | -1 | 4 | 10
O=C(CN1CCN(c2cccc(Cl)c2)CC1)Nc1ccc([N+](=O)[O-])cc1C(=O)Nc1ccccc1F | 3 | 2 | -3 | -2.6 | -2.5 | -6 | 24 | 0 | -1
Cc1ccc(/C=N/NC(=O)Cn2nnc(N)n2)cc1 | 5 | 9 | 8 | -3.2 | -2.4 | -2 | 22 | -1 | 6
CC1(C(=O)NCCN2CCOCC2)C=CCN1C(=O)c1ccccc1 (centres undefined) | -3 | -3 | 0 | -2.6 | -2.1 | -1 | -11 | 0 | -9
C/C(=N\NC(=O)CNC(=O)c1ccccc1Br)c1ccco1 | 16 | 6 | 5 | -3.4 | -2.7 | -4 | -13 | 4 | -10
CCOCCCNC(=O)C1CCCN1C(=O)Nc1ccccc1[N+](=O)[O-] (centres undefined) | 5 | 5 | -2 | -5.2 | 0.0 | 12 | 4 | 8 | 5
CCC(=O)Nc1ccc(C2=Nn3c(nnc3C(C)C)SC2)cc1 | -8 | 7 | 2 | -2.3 | 4.2 | -8 | 15 | -4 | -7
COc1ccc(-c2[nH]ncc2CN2CCN(C(=O)c3cccs3)CC2)c(F)c1 | -11 | 2 | 1 | -0.1 | 1.0 | 5 | 6 | -1 | -2
O=C(c1cccs1)N1CCN(C(=O)C2CCCO2)CC1 (centres undefined) | -2 | 2 | -3 | -2.1 | -2.8 | 26 | -23 | 4 | -4
CCCCC1OC23CCCCC2C(C#N)(C(=N)O3)C1(C#N)C#N (centres undefined) | -10 | 6 | -2 | -3.1 | -2.7 | 0 | 14 | -1 | -3
COc1ccccc1C(=O)NNC(=O)Cc1ccccc1 | 3 | 8 | 2 | -3.4 | 1.4 | -3 | 17 | 4 | -9
O=C(NCCOc1ccccc1)c1ccccc1 | 3 | -2 | 5 | -1.0 | -2.7 | 1 | 2 | 9 | -1
CO/N=C(/CS(=O)Cc1ccccc1Cl)c1ccc(Cl)cc1Cl (centres undefined) | 3 | -10 | 1 | 0.6 | -0.8 | -6 | 23 | -2 | -5
CCc1ccc(S(=O)(=O)n2c(C)nc3ccccc32)cc1 | -2 | 2 | 1 | -1.0 | 1.2 | 13 | 20 | 6 | -7
O=C(NCc1ccco1)c1cc(-c2cccs2)on1 | -12 | 1 | 7 | -4.2 | -3.8 | -20 | 19 | 2 | -5
Nc1cccc2c1C(=O)N(C(=O)/C=C/c1cccc(Br)c1)C2=O | 6 | 11 | . | 4.8* | 0.5 | -9 | 37 | 6 | -6
O=C(COc1ccc(S(=O)(=O)Nc2ccccc2)cc1)N1CCOCC1 | -1 | 7 | 2 | -1.8 | -0.1 | 14 | -6 | 2 | -3
O=C(c1ccc(S(=O)(=O)N2CCCCC2)cc1)N(c1ccccn1)C1CCCCC1 | 1 | -10 | 3 | -3.3 | -3.6 | 9 | -4 | 2 | -3
O=C(O)c1cc(Cl)c(Cl)cc1C(=O)Nc1cccnc1 | -3 | -5 | 3 | -2.3 | -4.2 | . | -2 | . | -1
CCOc1ccc(CN(C)C(=O)CNC(=O)c2cc(OC)c(OC)c(OC)c2)cc1 | 2 | -14 | 0 | -1.3 | -0.6 | 3 | -3 | 2 | -10
COc1ccc([C@H](C)NC[C@H](O)c2ccc(O)c(NC=O)c2)cc1 | -5 | -1 | -2 | -2.6 | -2.2 | 1 | 1 | 7 | .
Cn1c(=O)c2c(nc(SCC(=O)N3CCCCCC3)n2C)n(C)c1=O | 0 | 5 | 1 | -2.9 | 0.5 | 6 | 14 | -4 | -3
CSc1nc(-c2ccco2)nn1C(=O)CCc1ccccc1 | -6 | -2 | 5 | -3.1 | -1.1 | 4 | -15 | 4 | -2
COc1ccccc1N(C)S(=O)(=O)c1ccc(C)c(C(=O)NCc2ccccn2)c1 | . | . | 1 | . | . | 3 | . | 0 | 0
CCOC(CNC(=O)C(=O)NCC(c1ccco1)N1CCN(c2ccc(OC)cc2)CC1)OCC (centres undefined) | -10 | -3 | 2 | -2.8 | -1.8 | -7 | -1 | 0 | 2
Remaining list, next part.
SMILES | p-CIP stab down | NS3 helicase inh | IDE cell inh | IMP-1 inhibitor | VIM-2 inh | CRFR2-BP antag | SUMO HTRF inh | IDE cell activ | GalR3 antag
CC(Oc1ccc(Cl)cc1Cl)C(=O)Nc1ccc(N2CCN(C)CC2)cc1 (centres undefined) | -3 | -80 | 4 | -2.7 | 0.1 | -9 | 8 | 3 | 0
COc1ccc(S(=O)(=O)/C(C#N)=C/Nc2cccc(OC)c2)cc1 | 5 | 3 | 0 | -3.0 | -3.7 | -14 | -22 | 0 | -13
O=Cc1cn[nH]c1-c1cccc([N+](=O)[O-])c1 | 4 | 4 | 5 | -1.3 | 0.6 | 17 | -11 | -2 | -3
COc1ccc(S(=O)(=O)CCC(=O)NC2CCCCC2)cc1 | -4 | -3 | 4 | -1.8 | -1.7 | 4 | -3 | 1 | 2
CCC1CCCCN1C(=S)NCc1ccccc1 (centres undefined) | -1 | -6 | 7 | -0.3 | -0.6 | 2 | -7 | -1 | -10
CC1(C)CC(NC(=O)CSc2ccccc2)CC(C)(C)N1 | -11 | 15 | 8 | -0.5 | -1.7 | -11 | 6 | -1 | -2
O=C(CN1CCN(Cc2ccccc2)CC1)Nc1ccc(S(=O)(=O)N2CCOCC2)cc1 | -8 | -5 | 2 | -3.1 | -3.4 | 28 | 19 | -4 | 5
CN(C)S(=O)(=O)c1ccc(NC(=O)CNc2cc(S(=O)(=O)N3CCCC3)ccc2OCC(F)(F)F)cc1 | -9 | 11 | 1 | -2.7 | -2.2 | -8 | -12 | 5 | -1
CCOc1ccc(CCNC(=O)CCc2nc(-c3ccc(C)cc3)no2)cc1OCC | 2 | 2 | -1 | 0.0 | -3.9 | -21 | 14 | 5 | 2
Brc1ccc(C2=CC(c3ccco3)n3ncnc3N2)cc1 (centres undefined) | -6 | -7 | 6 | -1.9 | 1.3 | -283 | 11 | -40 | .
O=C(Nc1nc2c(s1)CCCC2=O)c1cnccn1 | -4 | -6 | 2 | -5.0 | -0.8 | -33 | -8 | 1 | -4
O=C(O)COc1ccc2oc3c(c2c1)CCCC3 | -9 | 1 | 4 | -1.7 | 0.7 | 11 | 18 | 4 | -11
CN(CCn1ccnc1)Cc1cn(-c2ccccc2)nc1-c1ccc2c(c1)OCO2 | 4 | -38 | -2 | -3.0 | -2.8 | -10 | 14 | 1 | 0
COc1ccc(-c2cc(C(F)(F)F)n3nc(C(=O)N4CCOCC4)c(Cl)c3n2)cc1 | -18 | -9 | -2 | -0.8 | -1.1 | 7 | 22 | -4 | -2
Cc1cc([N+](=O)[O-])nn1CC(=O)N1CCCc2ccccc21 | 9 | -3 | 3 | 0.0 | 1.4 | 36 | -2 | 3 | -1
CC1(C)C2CCC1(C)C(OC(=O)c1ccc(O)cc1)C2 (centres undefined) | -11 | -18 | -1 | -0.8 | -1.8 | 10 | -10 | 9 | 1
O=c1[nH]c2cccnc2n1Cc1ccccc1 | -6 | 7 | 0 | -1.5 | -1.0 | 0 | 8 | 3 | -4
Cc1cc(OCc2cn3cccnc3n2)ccc1Cl | -10 | 7 | 5 | -2.5 | 0.3 | 21 | -22 | 0 | -4
O=C(COC(=O)CCCN=C1NS(=O)(=O)c2ccccc21)NC(=O)NC1CCCC1 | 6 | 12 | 4 | -3.0 | -2.0 | -15 | 3 | 6 | 3
CCC(=O)c1ccc(CCCCCC(=O)O)s1 | 6 | 5 | -3 | -3.5 | -3.7 | 10 | 9 | 3 | -3
Cc1ccc(S(=O)(=O)N/N=C/c2cc([N+](=O)[O-])ccc2O)cc1[N+](=O)[O-] | -14 | 6 | 0 | -3.9 | -7.0 | 15 | 16 | 5 | -5
COc1ccc(C(OC(=O)c2ccco2)C(=O)NC(C)(C)C)cc1 (centres undefined) | 7 | 17 | -8 | -2.7 | -1.8 | 0 | 5 | 5 | -1
O=C(NC(=S)Nc1ccc(N2CCOCC2)cc1)c1ccccc1 | 2 | -6 | 3 | -1.8 | -2.3 | -78 | 0 | 0 | -2
CC(=O)Nc1ccc(N2CCc3c(C)c(C#N)c4nc5ccccc5n4c32)cc1 | 0 | -15 | 1 | -1.9 | 1.8 | . | 16 | . | .
O=C(c1ccc(N2CCOCC2)cc1[N+](=O)[O-])N1CCOCC1 | 3 | -4 | 5 | -0.8 | -1.5 | 17 | 8 | . | 7
CC(=O)Nc1ccc(S(=O)(=O)N[C@@H](C)C(=O)OCc2ccc(Cl)cc2)cc1 | 1 | 6 | 0 | -1.7 | -3.7 | 10 | 9 | -5 | -2
O=C(c1cccc(Br)c1)c1cn(-c2ccccc2)nc1C(=O)c1ccccc1 | -32 | -2 | 5 | 0.1 | -0.8 | 0 | 12 | 4 | -4
CCN(CC)CCNC(=O)c1cc(-c2ccco2)nc2ccccc12 | -11 | -12 | -6 | -3.5 | -3.1 | 8 | 41 | -6 | -3
COc1ccc(S(=O)(=O)CC2(O)CCN(C(=O)C(C)(C)C)CC2)cc1 | -3 | 1 | -1 | -3.2 | -2.8 | -12 | 0 | 7 | -4

9 structures from above, sorted by formula weight, falling.
SMILES | p-CIP stab down | NS3 helicase inh | IDE cell inh | IMP-1 inhibitor | VIM-2 inh | CRFR2-BP antag | SUMO HTRF inh | IDE cell activ | GalR3 antag
CC(Oc1ccc(Cl)cc1Cl)C(=O)Nc1ccc(N2CCN(C)CC2)cc1 (centres undefined) | -3 | -80 | 4 | -2.7 | 0.1 | -9 | 8 | 3 | 0
CO/N=C(/CS(=O)Cc1ccccc1Cl)c1ccc(Cl)cc1Cl (centres undefined) | 3 | -10 | 1 | 0.6 | -0.8 | -6 | 23 | -2 | -5
COc1ccc(S(=O)(=O)CC2(O)CCN(C(=O)C(C)(C)C)CC2)cc1 | -3 | 1 | -1 | -3.2 | -2.8 | -12 | 0 | 7 | -4
Cn1c(=O)c2c(nc(SCC(=O)N3CCCCCC3)n2C)n(C)c1=O | 0 | 5 | 1 | -2.9 | 0.5 | 6 | 14 | -4 | -3
O=C(NC(=S)Nc1ccc(N2CCOCC2)cc1)c1ccccc1 | 2 | -6 | 3 | -1.8 | -2.3 | -78 | 0 | 0 | -2
CCC(=O)Nc1ccc(C2=Nn3c(nnc3C(C)C)SC2)cc1 | -8 | 7 | 2 | -2.3 | 4.2 | -8 | 15 | -4 | -7
CCCCC1OC23CCCCC2C(C#N)(C(=N)O3)C1(C#N)C#N (centres undefined) | -10 | 6 | -2 | -3.1 | -2.7 | 0 | 14 | -1 | -3
O=C(Nc1nc2c(s1)CCCC2=O)c1cnccn1 | -4 | -6 | 2 | -5.0 | -0.8 | -33 | -8 | 1 | -4
O=C(NCCOc1ccccc1)c1ccccc1 | 3 | -2 | 5 | -1.0 | -2.7 | 1 | 2 | 9 | -1

Rows are unselected (roughly 3.2% active in at least one column).
